PI4K2A inh: inhibitors of human PI4K2A. Q9BTU6. purified PI4K2A, ADP-Glo luminescence, 1 h; active compounds read low. activity change, negative = inhibition, % at 76.9 µM. 420,000 tested, 0.13% active. AID 1346378; in the data active = activity change below about -50%;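 note: -100% = wells without enzyme as full effect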
Target sequence (Q9BTU6 whole entry, looked up): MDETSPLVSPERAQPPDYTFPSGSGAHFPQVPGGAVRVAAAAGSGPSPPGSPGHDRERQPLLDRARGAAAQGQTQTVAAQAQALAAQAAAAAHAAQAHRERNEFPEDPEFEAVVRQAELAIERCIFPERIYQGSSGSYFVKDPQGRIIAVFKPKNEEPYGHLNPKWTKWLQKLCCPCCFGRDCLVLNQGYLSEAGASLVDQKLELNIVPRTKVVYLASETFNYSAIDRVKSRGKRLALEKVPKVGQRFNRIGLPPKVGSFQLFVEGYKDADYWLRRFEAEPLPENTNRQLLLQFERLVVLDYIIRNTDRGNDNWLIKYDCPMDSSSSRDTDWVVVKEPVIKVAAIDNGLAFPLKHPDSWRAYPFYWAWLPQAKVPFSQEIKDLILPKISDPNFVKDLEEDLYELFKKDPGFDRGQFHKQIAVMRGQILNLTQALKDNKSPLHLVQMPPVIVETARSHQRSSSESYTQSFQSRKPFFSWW
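PI4K2A activity was measured by ADP-Glo luminescence: enzyme (4 ug/mL stock) and phosphatidylinositol (1.2 mM stock) in Tris pH 7.5/MgCl2/EGTA/Triton X-100 buffer were reacted with ATP (300 microM stock) for one hour at ambient temperature.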
* marks the source's active call; other numbers are inactive results. The list is partial (hit frequency here may not be typical).

SMILES | PI4K2A inh
O=C(NC1CCCCN(Cc2cccc(Cl)c2)C1=O)c1cccs1 (centres undefined) | -1
Cc1ccc(-n2c(SCC(=O)Nc3ccc(OCc4ccccc4)cc3)nnc2-c2ccco2)cc1 | 0
COC(=O)[C@]1(CNS(=O)(=O)C2CC2)CC(=O)N(C)[C@@H]1c1ccccc1 | -1
O=S(=O)(c1cccs1)N1CCC(c2cn3ccccc3n2)CC1 | -9
COCCCNC(=O)C[C@H]1C[C@@]2(C(=O)OC)C(=C[C@H](C(C)C)O[C@@H]2C2CC2)N(CCc2ccc(OC)c(OC)c2)C1=O | -1
C=CCN1[C@H](CO)[C@H](c2ccccc2)[C@@H]1C#N | 7
Cc1cccc(CNC(=S)OCCN2CCCC23CCC(c2ccccc2)CC3)c1 (centres undefined) | -3
CCN(CC)CCCNC(=O)c1oc(=O)c2ccccc2c1-c1ccc(C)cc1 | 3
COC(=O)c1cc(-c2ccc(F)cc2OCc2ccccc2)c(=O)n2c1CCC2 | -3
CC1(C)CC(=O)C=C(Nc2ccccc2NC(=O)c2cc(F)ccc2F)C1 | 2
Cn1c(SCC(=O)Nc2ccc(C(=O)O)cc2)nnc1-c1ccccn1 | 2
CCN(CC)C(=O)CC[C@H]1CC[C@]2(CCCN(C(=O)c3ccco3)C2)O1 | 5
COC(=O)[C@]12C[C@H](CC(=O)N3CCCC3)C(=O)N(CCc3ccc(OC)c(OC)c3)C1=C[C@H](C(C)(C)C)O[C@@H]2C | -5
O=C(NC1CCCC1)C(c1ccccc1)n1c(-c2ccc3c(c2)CCO3)nc2ccccc21 (centres undefined) | 0
CC(C)N1CCCCC(NC(=O)C(C)(C)C)C1=O (centres undefined) | 6
COC(=O)C(C(=O)OC)c1cc2c(cc1CNS(=O)(=O)c1ccc(C)cc1)OCO2 | -1
COc1cc(NC(=O)c2ccccc2)c(C)cc1NC(=O)CSc1nnc(-c2ccccc2F)n1-c1ccc(C)cc1 | -7
COC1=C[C@H](C(=O)NCc2ccc(Cl)cc2)C(C)C(c2ccccc2)CC1=O (some centres undefined) | -3
CCC[C@H]1C(=O)CC[C@@]23CCCN2C(=O)CCC[C@@H]13 | 0
CCOC(=O)[C@]12CCCC3=C1N(CCC3)C(=O)[C@@H](CC(=O)NCCCCc1ccccc1)C2 | 4
CCCCNC(=O)NCCCN1CCN(c2ccc(F)cc2)CC1 | 1
CCN(CC)c1ccc(C=Nn2c(-c3cc(C)[nH]n3)n[nH]c2=S)cc1 | -2
CCOC(=O)[C@]12CCCCC/C=C\1N(CCc1ccc(Cl)cc1)C(=O)[C@H]2CC(=O)N1CCN(C(=O)c2ccco2)CC1 | -4
CC(C)(C)N(NC(=O)Nc1cccc(F)c1)C(=O)c1ccccc1Cl | -3
O=C([C@@H]1C[C@H]1c1ccccc1)N1CC[C@H]2[C@H](CCCN2Cc2ccc(F)cc2)C1 | 3
Going on with the list:
SMILES | PI4K2A inh
C=CCN(Cc1ccc(OC)cc1OC)C(C#Cc1ccccc1)c1ccccc1 (centres undefined) | -3
COC(=O)C1CN(CCc2ccccc2)CCS(=O)(=O)N1Cc1ccc(OC)cc1 (centres undefined) | -5
O=C(c1ccc(F)cc1Cl)N1CCCC(c2nc(-c3cccs3)no2)C1 (centres undefined) | -5
O=C(Nc1ccc(F)cc1)C(CCc1ccccc1)N1CCN(c2ccncc2)CC1 (centres undefined) | 0
CCC(C)CN1C(=O)CSCC1(C)C(=O)NC(C)C (centres undefined) | 7
Cc1ccccc1CNC(=O)C1C2C=CC3(CN(Cc4ccccc4)C(=O)C13)O2 (centres undefined) | -4
Cc1ccccc1NC(=O)Cn1nnc(-c2ccncc2)n1 | 5
CC(=O)CC[C@@H]1CC[C@]2(CCCN(S(C)(=O)=O)C2)O1 | 88
COc1ccc(CN2C(=O)CSCC2(C)C(=O)NC(C)C)cc1 (centres undefined) | 3
Cc1ccc(S(=O)(=O)N2c3ccccc3C[C@H]2CCC(=O)c2ccccc2)cc1 | 2
COC(=O)[C@@H]1N=C(c2ccc(OC)cc2)O[C@]12C(=O)N(Cc1cn(Cc3ccccc3)nn1)c1cccc(Cl)c12 | -13
COc1ccc(C2=Nc3ccccc3N(C(=O)c3cnccn3)C2C(=O)NC2CCCC2)cc1 (centres undefined) | -5
c1ccc(CN2CCN(c3ncnc4sccc34)CC2)cc1 | -1
O=C(c1ccc(Br)cn1)N1CCC(Oc2cccnc2)CC1 | -4
NCCN1CCN(S(=O)(=O)c2ccc3c(c2)CCN3C(=O)C2CCC2)CC1 | 2
COc1ccc(C2=Nc3ccccc3N(C(=O)c3ccc4c(c3)OCO4)C2C(=O)Nc2c(C)cccc2C)cc1 (centres undefined) | 1
COC(=O)[C@]12C[C@H](CC(=O)NCCC(C)C)C(=O)N(Cc3ccc(Cl)cc3Cl)C1=C[C@H](C(C)C)O[C@@H]2C1CC1 | 5
Cc1c(NC(=O)C2CCCN(S(=O)(=O)c3ccc(F)cc3)C2)c(=O)n(-c2ccccc2)n1C (centres undefined) | -3
COC(=O)[C@]12C[C@H](CC(=O)NCc3cccc4ccccc34)C(=O)N(Cc3ccc(Cl)cc3Cl)C1=C[C@H](C(C)(C)C)O[C@@H]2C | 6
CC(C)(C)c1ccc(-c2nnc(SCC3CCCCO3)n2-c2ccc(Cl)cc2)cc1 (centres undefined) | 2
CCN(CC)c1ccc(NC(=O)c2cc3c(C)nn(-c4ccccc4)c3s2)cc1 | 3
CCOC(=O)[C@]12CCCC=C1N(CCC1=CCCCC1)C(=O)[C@H](CC(=O)NCc1cccc3ccccc13)C2 | -1
CC(C)(C)OC(=O)NCCc1ccccc1/C=C/S(=O)(=O)NC1CCCC1 | -2
O=C(c1ccccc1Oc1ccccc1)N1CCC(Oc2cccnc2)CC1 | -2
CCCC[C@H]1C2CC(OC(=O)Nc3ccc(Br)cc3)C(C2)[C@H]2CCCCN21 (some centres undefined) | -1
(cont.)
SMILES | PI4K2A inh
CN(C)[C@@H]1CCN(c2cccc3c2S(=O)(=O)N2CC[C@H](C2)O3)C1 | 2
Cc1cccc(CN[C@@H]2CC[C@@]34CCCN3C(=O)CCC[C@H]4C2)c1 | 2
CC(C)(C)c1ccc(S(=O)(=O)N2CCC(C(=O)NCC3COCCO3)CC2)cc1 (centres undefined) | 1
O=C(Nc1ccc2c(c1)OCO2)NC1CCN(S(=O)(=O)c2ccc(F)cc2)CC1 | 0
CCCNC(=O)C[C@@H]1CC[C@@H]2[C@H](COC[C@H](O)CN2C(=O)c2cc(Cl)cc(Cl)c2)O1 | -3
O=C(NCc1ccccc1)c1nc(-c2c(F)cccc2F)oc1-c1ccccc1 | 3
O=C(C[C@H]1CC[C@H]2[C@@H](COC[C@@H](O)CN2S(=O)(=O)c2ccccc2)O1)N[C@@H]1CCN(Cc2ccccc2)C1 | -1
CCn1c(COc2ccc(C)cc2)nnc1SCC(=O)c1ccc(-c2ccccc2)cc1 | 3
Cc1cc(N2CCN(Cc3ccccc3)CC2)n2nc(C)nc2n1 | -3
COCC(=O)N[C@H]1C[C@@H]2O[C@H](CO)CC[C@@H]2O[C@@H]1CCc1ccc(-c2ccccc2)cc1 | 0
CCOC(=O)C1CCN(C(=O)C(C)(C)NC(=O)Nc2ccc(Cl)cc2Cl)CC1 | -5
Cc1cnn(-c2ccccc2)c1NC(=O)COCc1ccccc1 | 0
CCCCCCCCN1C(=O)[C@@H](CC(=O)NCCCOC)C[C@@]2(C(=O)OC)C1=C[C@H](C(C)C)O[C@@H]2C1CC1 | -8
Cc1ccc(-n2c(SCC(=O)c3ccccc3Br)nnc2-c2ccncc2)cc1 | 0
COC(=O)[C@]12C[C@H](CC(=O)NCCC(C)C)C(=O)N(Cc3ccco3)C1=C[C@H](COCc1ccccc1)O[C@@H]2C | -1
O=C(NCCc1ccccc1)O[C@H]1CC[C@@]23CCCN2C(=O)CCC[C@H]3C1 | -1
COCCCNC(=O)C[C@H]1C[C@@]2(C(=O)OC)C(=C[C@H](C3CCCC3)O[C@@H]2C)N(Cc2ccco2)C1=O | -3
COC(=O)CNC(=O)[C@H](Cc1ccccc1)NC1(C(=O)NCCc2c[nH]c3ccccc23)CCCCC1 | -4
O=C(NC1CCCC1)C1C(c2ccc(C(F)(F)F)cc2)=Nc2ccccc2N1C(=O)c1cccc(C(F)(F)F)c1 (centres undefined) | -4
O=c1c(-c2cccnc2)nc2ccccc2n1C(c1ccccn1)c1nc2ccccc2[nH]1 (centres undefined) | -25
COc1ccccc1CCC[C@H](CCS(=O)(=O)C(C)C)CC1CCCCC1 | 7
Cc1ccc(NC(=O)Cc2ccc(OC(F)F)cc2)c(S(=O)(=O)N2CCOCC2)c1 | 5
COCCCN1C(=O)[C@H](CC(=O)NCc2cccc(C(F)(F)F)c2)[C@]2(C(=O)OC)CCCCC=C12 | -1
CC(C)CNC(=O)OCc1cn(Cc2ccc(C(F)(F)F)cc2)nn1 | -5
COC(=O)C[C@@H]1CC[C@H]2[C@H](COc3ccc(NC(=O)Nc4ccc(Cl)cc4)cc3C(=O)N2C)O1 | -1
The results go on:
SMILES | PI4K2A inh
COC(=O)[C@]12C[C@H](CC(=O)NCCC(C)C)C(=O)N(Cc3ccc(Cl)cc3Cl)C1=C[C@H](COCc1ccccc1)O[C@@H]2C | 2
CCOC(=O)[C@]12CCCCC/C=C\1N(Cc1ccc(OC)cc1)C(=O)[C@H]2CC(=O)NCc1ccc(C)o1 | -1
O=C(NCCc1c[nH]c2ccccc12)OCc1cn(Cc2c(F)cccc2F)nn1 | -2
CC(C)CN1C(=O)N2CCc3ccccc3C2CS1(=O)=O (centres undefined) | 5
CCCC(C)NC(=O)CC1Oc2ccccc2NC1=O (centres undefined) | 0
COc1ccc(Cn2ccc3ccc(-c4ccc5ccn(C(=O)c6ccccc6C)c5c4)cc32)cc1 | 3
COc1ccc(-c2noc(C3CCCN(C(=O)NC4CCC(C)CC4)C3)n2)cc1 (centres undefined) | -3
CCC(=O)Nc1ccc2c(c1)C(=O)N(C)[C@@H]1CC[C@@H](CC(=O)NCCc3ccccc3)O[C@H]1CO2 | -10
Cc1nc(NC(=O)c2ccccc2)sc1-c1cc(C(=O)N2CCOCC2)nn1CCO | 4
O=C(CCOCCOCCOCCOCCC(=O)Nc1c(I)cc(I)c(C(=O)O)c1I)Nc1c(I)cc(I)c(C(=O)O)c1I | -6
COc1ccc(-n2c(SCC(=O)Nc3ccc(Oc4ccccc4)cc3)nnc2-c2ccco2)cc1 | 1
O=C(C[C@H]1CC[C@@H]2[C@H](COC[C@H](O)CN2Cc2cccc(C(F)(F)F)c2)O1)NCCc1ccccc1 | 5
CCCCCC[C@@H](CC)CN(C(=O)Oc1ccccc1)c1ccccc1 | 0
COC(=O)C[C@@H]1CC[C@H]2[C@H](COc3ccc(NC(=O)Nc4ccc(C#N)cc4)cc3C(=O)N2C)O1 | -1
COc1ccc(C(=O)N[C@H]2CC[C@@]34CCCN3C(=O)CCC[C@H]4[C@H]2C)cc1 | 4
C#CCNC(=O)C[C@@H]1C[C@@]2(C(=O)OC)CCCCC=C2N(CCc2ccc(OC)c(OC)c2)C1=O | 3
COc1ccc(-n2c(COc3ccc(Cl)cc3)nnc2SCc2nc3ccccc3[nH]2)cc1 | -2
COc1cccc(C(C(=O)NC2CCCC2)N2CCN(c3cc(C)nc4ccccc34)CC2)c1OC (centres undefined) | -1
CCC[C@H]1[C@@H](NC(=O)Nc2ccc3c(c2)OCO3)CC[C@@]23CCCN2C(=O)CCC[C@@H]13 | -6
CCOC(=O)C[C@@H]1OC2CCCCC2N1S(=O)(=O)c1ccc(C)cc1 (some centres undefined) | -7
Fc1cccc(CNC(=S)OC2CCC23CCC(c2ccccc2)CC3)c1 (centres undefined) | -2
O=C(C[C@@H]1CC[C@@H]2[C@H](COC[C@H](O)CN2Cc2cccc(C(F)(F)F)c2)O1)NCc1ccc(Cl)cc1 | -3
Nc1[nH]c2cc(C(F)(F)F)ccc2c1C(=O)N1CCN(CCc2ccccc2)CC1 | -1
COC[C@H]1CCCN1c1cccc2c1S(=O)(=O)N(C1CC1)CC[C@@H](C)O2 | -1
Clc1ccc([C@H]2OC[C@@]3(CNCc4ccccc4)CS[C@H](c4ccc(Cl)cc4)N23)cc1 | -3

Filtered by structure: the compounds so far with a Cl atom
SMILES | PI4K2A inh
O=C(NC1CCCCN(Cc2cccc(Cl)c2)C1=O)c1cccs1 (centres undefined) | -1
COC1=C[C@H](C(=O)NCc2ccc(Cl)cc2)C(C)C(c2ccccc2)CC1=O (some centres undefined) | -3
CCOC(=O)[C@]12CCCCC/C=C\1N(CCc1ccc(Cl)cc1)C(=O)[C@H]2CC(=O)N1CCN(C(=O)c2ccco2)CC1 | -4
CC(C)(C)N(NC(=O)Nc1cccc(F)c1)C(=O)c1ccccc1Cl | -3
O=C(c1ccc(F)cc1Cl)N1CCCC(c2nc(-c3cccs3)no2)C1 (centres undefined) | -5
COC(=O)[C@@H]1N=C(c2ccc(OC)cc2)O[C@]12C(=O)N(Cc1cn(Cc3ccccc3)nn1)c1cccc(Cl)c12 | -13
COC(=O)[C@]12C[C@H](CC(=O)NCCC(C)C)C(=O)N(Cc3ccc(Cl)cc3Cl)C1=C[C@H](C(C)C)O[C@@H]2C1CC1 | 5
COC(=O)[C@]12C[C@H](CC(=O)NCc3cccc4ccccc34)C(=O)N(Cc3ccc(Cl)cc3Cl)C1=C[C@H](C(C)(C)C)O[C@@H]2C | 6
CC(C)(C)c1ccc(-c2nnc(SCC3CCCCO3)n2-c2ccc(Cl)cc2)cc1 (centres undefined) | 2
CCCNC(=O)C[C@@H]1CC[C@@H]2[C@H](COC[C@H](O)CN2C(=O)c2cc(Cl)cc(Cl)c2)O1 | -3
CCOC(=O)C1CCN(C(=O)C(C)(C)NC(=O)Nc2ccc(Cl)cc2Cl)CC1 | -5
COC(=O)C[C@@H]1CC[C@H]2[C@H](COc3ccc(NC(=O)Nc4ccc(Cl)cc4)cc3C(=O)N2C)O1 | -1
COC(=O)[C@]12C[C@H](CC(=O)NCCC(C)C)C(=O)N(Cc3ccc(Cl)cc3Cl)C1=C[C@H](COCc1ccccc1)O[C@@H]2C | 2
COc1ccc(-n2c(COc3ccc(Cl)cc3)nnc2SCc2nc3ccccc3[nH]2)cc1 | -2
O=C(C[C@@H]1CC[C@@H]2[C@H](COC[C@H](O)CN2Cc2cccc(C(F)(F)F)c2)O1)NCc1ccc(Cl)cc1 | -3
Clc1ccc([C@H]2OC[C@@]3(CNCc4ccccc4)CS[C@H](c4ccc(Cl)cc4)N23)cc1 | -3

High-throughput results from PubChem.
